M4 PAM: CHRM4 positive allosteric modulation; CHO-K1 hM4/Gqi5, Fluo-8 calcium fluorescence, ACh EC20; 0% = ACh EC20, 100% = maximal ACh; activation, % at 3 µM; 360,000 compounds, 0.4% hits;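 active = activation above its plate's cutoff, the mean activation of sample wells plus 3 SD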; note: some results filed as inactive read as strong as hits
Target sequence (P08173 whole entry, looked up): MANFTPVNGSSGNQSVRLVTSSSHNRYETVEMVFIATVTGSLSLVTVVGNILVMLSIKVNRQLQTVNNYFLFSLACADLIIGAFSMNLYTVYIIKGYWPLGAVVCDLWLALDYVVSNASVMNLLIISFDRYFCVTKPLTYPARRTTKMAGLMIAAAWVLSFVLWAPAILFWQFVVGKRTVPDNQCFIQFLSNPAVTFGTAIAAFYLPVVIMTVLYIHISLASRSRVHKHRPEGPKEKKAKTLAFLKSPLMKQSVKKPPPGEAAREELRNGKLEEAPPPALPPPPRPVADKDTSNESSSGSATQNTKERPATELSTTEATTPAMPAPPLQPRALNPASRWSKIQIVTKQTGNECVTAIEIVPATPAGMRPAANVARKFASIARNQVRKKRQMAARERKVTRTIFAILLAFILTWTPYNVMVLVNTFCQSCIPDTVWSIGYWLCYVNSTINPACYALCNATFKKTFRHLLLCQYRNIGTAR
M5 ag: agonists of human muscarinic M5 receptor (CHRM5); P08912; CHO-K1 hM5 cells, Fluo-8 calcium fluorescence; 0% DMSO wells, 100% maximal acetylcholine response; activation, % at 3 µM; 360,000 compounds, 0.19% hits; AID 624037;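 active = activation above the run's mean over test compounds plus 3 SD, cut at about 23% in these data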;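 note: signal is peak over basal fluorescence ratio across the kinetic read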
Target sequence (P08912 whole entry, looked up): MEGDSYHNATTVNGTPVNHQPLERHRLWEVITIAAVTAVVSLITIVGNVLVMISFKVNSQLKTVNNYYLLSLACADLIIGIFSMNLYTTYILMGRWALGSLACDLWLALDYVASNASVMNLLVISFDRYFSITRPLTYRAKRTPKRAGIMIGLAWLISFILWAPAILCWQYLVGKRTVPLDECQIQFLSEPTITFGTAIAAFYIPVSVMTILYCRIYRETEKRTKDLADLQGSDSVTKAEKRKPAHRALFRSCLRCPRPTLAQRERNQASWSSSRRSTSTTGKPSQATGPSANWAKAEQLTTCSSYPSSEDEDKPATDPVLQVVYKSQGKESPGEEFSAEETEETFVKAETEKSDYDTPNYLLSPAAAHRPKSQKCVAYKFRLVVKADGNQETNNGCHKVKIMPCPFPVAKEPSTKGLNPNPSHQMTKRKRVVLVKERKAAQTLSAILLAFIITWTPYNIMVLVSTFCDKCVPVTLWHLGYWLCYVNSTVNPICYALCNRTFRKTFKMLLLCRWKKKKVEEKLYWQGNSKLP
CHRM5 PAM: positive allosteric modulators of human muscarinic M5 receptor; P08912; CHO-K1 hM5, Fluo-8 calcium, ACh EC20 PAM; 0% = ACh EC20, 100% = ACh EC100; activation, % at 3 µM; 360,000 compounds, 0.3% hits; AID 624038;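 active = activation above the run cutoff, the mean activation of all test compounds plus 3 SD, cut at about 18% in these data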
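Probe or stimulus: acetylcholine, EC20 level; Assay system: human M5 receptor in CHO-K1 cells; Schedule: compound preincubation 140 s before EC20 acetylcholine addition; Technique: intracellular calcium via Fluo-8 fluorescence; Dosing: single-point, 3 µM nominal; Read-out basis: percent activation from peak-over-basal fluorescence ratio, scaled EC20-to-EC100 acetylcholine; Repeats: one well per compound, no replicates.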
TAAR1 antagonist: human TAAR1 antagonism; 360,000 compounds, 1.5% hits; CHO RD-HGA16 TAAR1, Fluo-8 calcium fluorescence, antagonist; inhibition, % at 3 µM; Q96RJ0;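 active = inhibition above a per-plate cutoff, the mean inhibition of test compounds on that plate plus 3 SD, cut at about 49% in these data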;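 note: 0% = DMSO plus EC80 beta-PEA response and 100% = DMSO alone without agonist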
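test system = CHO RD-HGA16 cells bearing hTAAR1 | replication = singlicate | controls = DMSO-only wells and EC80 β-PEA-stimulated wells | reagent = EC80 β-phenethylamine stimulus | read-out basis = percent inhibition of PEA-evoked calcium signal, max/basal emission ratio | schedule = seeding 17-24 h prior, 75-min 37 °C, 30-min RT dye loading | signal = kinetic Fluo-8 calcium fluorescence measurement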
CRFBP-R2 block: CRF-BP/CRF-R2 complex antagonism; HEK293 CRF-R2/CRF-BP, CRF-induced calcium fluorescence; inhibition, % at 11.8 µM; 350,000 compounds, 0.59% hits; AID 588475;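 active = inhibition of the ligand-induced calcium signal above about 50% at the single tested concentration, limit read from the data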
M5 antag: antagonists of human muscarinic M5 receptor (CHRM5); CHO-hM5 cells, Fluo-8 calcium fluorescence, ACh EC80; inhibition, % at 3 µM; 360,000 compounds, 0.59% hits; AID 624040;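 active = inhibition above a per-plate cutoff, the mean of that plate's test compounds plus 3 SD, cut at about 27% in these data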;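 note: 0% = acetylcholine EC80 with DMSO and 100% = DMSO without agonist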
TAAR1 ag: agonists of human TAAR1 | 360,000 compounds, 0.99% hits | activation, % at 3 µM | Q96RJ0 | AID 624467 | CHO RD-HGA16 TAAR1, Fluo-8 calcium fluorescence; vehicle wells 0%, saturating PEA agonist 100%;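 active = activation above the mean activation of all test compounds in the run plus 3 SD, cut at about 38% in these data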
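Benchmarks: low control DMSO, high control PEA (EC100); System: CHO RD-HGA16 cells carrying human TAAR1 plus Gα16; Detection: Fluo-8 fluorescence, 5 s baseline then 140 s kinetic read; Schedule: 17-24 h plating, Fluo-8 75 min 37 °C, 30 min RT; Read-out basis: % activation from peak over basal fluorescence ratio, DMSO-to-PEA scaled.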
CRFR2-BP ag: CRF-BP/CRF-R2 complex agonism. activation, % at 13.2 µM. HEK293 CRF-R2/CRF-BP, calcium dye fluorescence (FLIPR); percent of saturating CRF peptide response. 350,000 compounds, 0.46% hits. AID 588473;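 active = activation of at least 50%, plus an integration ratio under a set limit after plate pattern correction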;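 note: plate controls were neutral control wells without compound for no effect and CRF at EC100 for full effect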
M1 PAM parental: counter-screen for M1 PAMs: effect in parental CHO-K1 cells. 360,000 compounds, 0.02% hits. AID 602247. activation, % at 3 µM. ATP EC20, Fluo-8 calcium fluorescence; 0% at ATP EC20, 100% at ATP max;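 active = activation above the run cutoff, the mean activation of all test compounds plus 3 SD, cut at about 40% in these data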;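 note: peak over basal fluorescence ratio in a 140 s read after ATP addition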
* marks the source's active call; other numbers are inactive results; nt = not tested or not shown.

SMILES	M4 PAM	M5 ag	CHRM5 PAM	TAAR1 antagonist	CRFBP-R2 block	M5 antag	TAAR1 ag	CRFR2-BP ag	M1 PAM parental
Cc1ccc(OCC(=O)N2CCc3ccccc32)c([N+](=O)[O-])n1	2	-1	4	-10	-22	8	-2	1.7	5
CCCN(C)C[C@@H]1Oc2ncc(Br)cc2C(=O)N([C@@H](C)CO)C[C@H]1C	-1	1	5	-15	6	-13	0	2.8	-8
CN(c1ccccc1C(=O)NC1CC2CCC1C2)S(=O)(=O)c1ccccc1 (stereo not drawn)	6	-1	1	-3	26	1	3	-2.4	14
Cc1cc(C)c2sc(N(CCCN(C)C)C(=O)c3ccc(S(=O)(=O)N(C)C4CCCCC4)cc3)nc2c1	-6	-1	6	19	-22	3	41*	2.6	5
Cn1cc(C(=O)N/N=C/c2cccc(O)c2)ccc1=O	6	-1	-1	-6	2	-6	9	-1.2	-10
CCOC(=O)C1CCCNC1=O (stereo not drawn)	-19	4	2	-10	1	6	2	0.0	15
Cc1ccc(S(=O)(=O)/N=C(/c2ccc(F)cc2)N2CCCCC2)cc1	-5	0	0	-5	-1	-2	4	1.8	24
COc1cc(C2C(C#N)=C(N)Oc3c2c(-c2ccccc2)nn3-c2ccccc2)cc(OC)c1OC (stereo not drawn)	-4	10	-8	-22	14	9	4	-3.3	11
Cc1ccc(/C(N)=N/OC(=O)Cc2cccc3ccccc23)cc1	6	0	-1	3	-9	-1	3	3.9	21
COc1ccc(C(=O)n2nc(C)c(Br)c2C)cc1	12	-10	21*	-26	16	-10	7	-2.7	24
c1cncc(-c2nc(NCCCn3ccnc3)c3ccccc3n2)c1	-4	-5	-1	7	13	-5	4	-1.3	17
FC(F)(F)c1cccc(CN2CCSCC2)c1	0	1	11	-22	3	-3	6	-2.1	27
COC(=O)C(C(=O)OC)[C@@H]1C=C[C@H](C[N+](=O)[O-])N(C(C)=O)C1	-2	2	7	-18	-4	-13	3	0.1	19
O=C(Nc1ccc(Cl)cc1)ON=C1CCCC1	5	3	-5	7	8	-2	10	-0.2	8
Cc1ccccc1NC(=O)NCCCN1CCN(C)CC1	1	-2	2	6	-6	-6	2	5.7	20
CN(CCc1ccccc1)C(=O)c1ccc(NC(=O)Cc2cccc(NC(=O)C3CCN(C(=O)C4CCCCC4)CC3)c2)cc1	-2	-1	2	5	12	-13	2	-1.1	2
Cn1nnnc1Sc1c(Cl)cccc1[N+](=O)[O-]	11	-3	4	5	-8	-13	0	1.3	20
COc1ccc(-c2ccnc(-c3ccc(O)cc3)n2)cc1	12	-5	-4	-3	-16	5	6	-0.2	17
O=C(NCC(=O)N1CCc2ccccc2C1)c1ccccc1Cl	-1	-1	-6	-11	3	14	2	-3.2	-4
O=C(CN1C2=NCCCN2c2ccccc21)c1cccc(Br)c1	2	-7	0	-15	-6	1	8	0.6	18
CC1(C)N=C(N)N=C(N)N1c1cccc(CN)c1	-6	1	10	-24	-1	-1	1	-1.2	-17
O=C(Cc1cccs1)Nc1ccc(F)c(F)c1	1	1	6	12	9	11	3	-0.2	11
COc1cc(OC)c(NC(=O)CN(C)S(=O)(=O)c2ccc(-c3ccc(=O)[nH]n3)s2)cc1Cl	3	-3	0	-12	3	7	3	-1.1	1
Cc1ccc(NC(=O)c2nc[nH]c2C(=O)N2CCc3ccccc3C2)cc1	6	1	-2	15	0	8	1	0.4	18
O=C(NNS(=O)(=O)c1ccc(F)cc1F)C1Cc2c(ccc3ccccc23)O1 (stereo not drawn)	-6	2	1	5	16	6	4	-1.1	2
O=C(CSc1nccc(=O)[nH]1)Nc1ccc2ccccc2c1	0	3	6	-7	3	5	7	0.0	2
COc1ccc(-c2[nH]ncc2-c2ccc(Cl)cc2)c(O)c1	-1	-2	-4	12	12	-2	2	-0.2	1
O=C(O)c1ccc(N/N=C/c2ccc(-c3ccccc3)cc2)cc1	5	7	6	18	21	4	2	0.6	6
COc1ccc(-c2nsc3c(N4CCCCC4C)ncnc23)cc1 (stereo not drawn)	-4	-5	-7	-8	-11	4	3	5.7	2
Cc1ccc2nc(SCC(=O)N3CCCC3)[nH]c2c1	-3	-2	-8	9	-13	5	2	-4.8	24
CCOc1ccc(S(=O)(=O)NCCC(=O)NCc2ccncc2)cc1	5	2	2	-10	4	3	0	-1.1	2
COC(=O)c1ccccc1N(C)C(=O)C12CCC(C)(C(=O)O1)C2(C)C (stereo not drawn)	16	0	1	-3	-10	-15	10	0.0	-2
Cc1cc(C)cc(N(CC(=O)Nc2cccc(C)c2C)S(=O)(=O)c2c(C)[nH]c(=O)[nH]c2=O)c1	1	-4	-3	-4	-7	11	2	0.3	-3
C#CCOCCOCCOCCNc1nc(N2CCN(C(=O)CCCCCCCCCCNC(=O)[C@@H](CCC(=O)O)n3cc(CCCCCN)nn3)CC2)nc(N2CCN(C(=O)CCCCCCCCCCNC(=O)[C@H](CO)n3cc(CCCCCN)nn3)CC2)n1	-4	1	-3	nt	0	1	nt	8.7	8
CC1(C)C(=O)Nc2ccccc2N1C(=O)COC(=O)CNS(=O)(=O)c1ccc(F)c(F)c1F	12	-3	4	-6	3	3	7	-1.9	-22
Cc1cccc2c(SCC(N)=O)nc(-c3ccccc3)nc12	-1	2	11	-21	5	2	3	2.0	27
CC(C)NC(=O)CCn1nc(-c2ccc(Cl)cc2)c2ccccc2c1=O	-7	1	-6	15	0	21	0	0.3	15
CCC(C)(C)n1nnnc1C(c1ccc(OC)c(OC)c1)N1CCN(C(=O)c2ccco2)CC1 (stereo not drawn)	6	3	4	4	3	-9	2	0.0	3
Cc1cc(C)nc(SCc2nnc(SCC(=O)N3CCCc4ccccc43)n2C)n1	0	-1	-4	-3	7	2	17	-1.1	7
O=C(N/N=C/c1c(O)ccc2ccccc12)Nc1ccccc1	nt	nt	nt	4	-9	nt	15	2.1	nt

A different layout for two compounds above:
molecule | M4 PAM | M5 ag | CHRM5 PAM | TAAR1 antagonist | CRFBP-R2 block | M5 antag | TAAR1 ag | CRFR2-BP ag | M1 PAM parental
C#CCOCCOCCOCCNc1nc(N2CCN(C(=O)CCCCCCCCCCNC(=O)[C@@H](CCC(=O)O)n3cc(CCCCCN)nn3)CC2)nc(N2CCN(C(=O)CCCCCCCCCCNC(=O)[C@H](CO)n3cc(CCCCCN)nn3)CC2)n1 | -4 | 1 | -3 | nt | 0 | 1 | nt | 8.7 | 8
CC1(C)C(=O)Nc2ccccc2N1C(=O)COC(=O)CNS(=O)(=O)c1ccc(F)c(F)c1F | 12 | -3 | 4 | -6 | 3 | 3 | 7 | -1.9 | -22

Later entries
SMILES	M4 PAM	M5 ag	CHRM5 PAM	TAAR1 antagonist	CRFBP-R2 block	M5 antag	TAAR1 ag	CRFR2-BP ag	M1 PAM parental
O=C(NCc1cccnc1)c1ccc(NS(=O)(=O)c2cccc([N+](=O)[O-])c2)cc1	0	-1	-3	5	-11	7	2	1.2	-1
O=C(O)c1cccc(N/N=C(\N=Nc2ccccc2)c2ccccc2)c1	18	0	5	5	11	-4	-2	-6.3	-1
Cc1cc(C)n(-c2nnc(C)n2/N=C/c2ccc(O)cc2)n1	1	-2	-1	-13	-20	-6	11	-0.8	16
COc1ccc(CCNS(=O)(=O)c2ccc3[nH]c(=O)[nH]c3c2)cc1	9	1	-5	4	-14	10	5	0.3	-12
C/C=C\C=C\C(=O)N1CC2(CC(c3cccc(NC(=O)COc4ccc(Cl)cc4)c3)=NO2)C[C@H]1C(N)=O (stereo partly drawn)	9	-1	0	3	14	-4	0	-1.2	-4
CC(C)c1cccc(C(C)C)c1NC(=O)COC(=O)c1ccc(OCC(=O)Nc2cccc(C(F)(F)F)c2)cc1	-1	1	1	12	-7	-10	0	2.6	1
Cc1c(C(=O)OCC(O)=C(C#N)c2nc3ccccc3[nH]2)oc2ccc(Br)cc12	2	5	3	-16	0	8	1	2.5	24
COc1ccc2oc(=O)c(-c3csc(Nc4ccc(O)cc4)n3)cc2c1	-4	-4	-6	45	2	7	-1	-0.4	18
O=C(Nc1ccc2c(c1)OCO2)C1Cc2ccccc2CN1S(=O)(=O)c1cccs1 (stereo not drawn)	-8	2	-7	15	11	6	10	-1.4	20
CC1CC(C)CN(C(=O)COC(=O)c2cc3ccccc3oc2=O)C1 (stereo not drawn)	3	0	-4	-9	-3	12	2	-0.6	-2
COc1ccccc1C(=O)COC(=O)CCCN=C1NS(=O)(=O)c2ccccc21	0	2	-5	-15	-5	10	2	-0.6	-3
O=C(NCCCN1CCOCC1)c1ccc(Cl)c(S(=O)(=O)N2CCCCCC2)c1	5	-4	-3	-18	-16	4	10	9.1	9

Compounds listed so far with a Cl atom (eight):
SMILES	M4 PAM	M5 ag	CHRM5 PAM	TAAR1 antagonist	CRFBP-R2 block	M5 antag	TAAR1 ag	CRFR2-BP ag	M1 PAM parental
O=C(Nc1ccc(Cl)cc1)ON=C1CCCC1	5	3	-5	7	8	-2	10	-0.2	8
Cn1nnnc1Sc1c(Cl)cccc1[N+](=O)[O-]	11	-3	4	5	-8	-13	0	1.3	20
O=C(NCC(=O)N1CCc2ccccc2C1)c1ccccc1Cl	-1	-1	-6	-11	3	14	2	-3.2	-4
COc1cc(OC)c(NC(=O)CN(C)S(=O)(=O)c2ccc(-c3ccc(=O)[nH]n3)s2)cc1Cl	3	-3	0	-12	3	7	3	-1.1	1
COc1ccc(-c2[nH]ncc2-c2ccc(Cl)cc2)c(O)c1	-1	-2	-4	12	12	-2	2	-0.2	1
CC(C)NC(=O)CCn1nc(-c2ccc(Cl)cc2)c2ccccc2c1=O	-7	1	-6	15	0	21	0	0.3	15
C/C=C\C=C\C(=O)N1CC2(CC(c3cccc(NC(=O)COc4ccc(Cl)cc4)c3)=NO2)C[C@H]1C(N)=O (stereo partly drawn)	9	-1	0	3	14	-4	0	-1.2	-4
O=C(NCCCN1CCOCC1)c1ccc(Cl)c(S(=O)(=O)N2CCCCCC2)c1	5	-4	-3	-18	-16	4	10	9.1	9
